High-throughput results (PubChem)
RECQ1 inh: qHTS Assay for Inhibitors of RecQ-Like Dna Helicase 1 (RECQ1); ATP-dependent DNA helicase Q1 (Homo sapiens), P46063; RECQ1 DNA unwinding, red fluorescence kinetic read; Potency, µM (highest dose often 57.3 µM), for inactives: top-dose activity, negative = inhibition, usual class: inhibitors; 240,000 compounds, 0.54% hits; AID 2549, 2010;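 note: plate controls were vehicle for no effect and no enzyme for full effect; nearly all actives have a fitted effect of over 30% in size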
Target sequence (P46063 whole entry, looked up): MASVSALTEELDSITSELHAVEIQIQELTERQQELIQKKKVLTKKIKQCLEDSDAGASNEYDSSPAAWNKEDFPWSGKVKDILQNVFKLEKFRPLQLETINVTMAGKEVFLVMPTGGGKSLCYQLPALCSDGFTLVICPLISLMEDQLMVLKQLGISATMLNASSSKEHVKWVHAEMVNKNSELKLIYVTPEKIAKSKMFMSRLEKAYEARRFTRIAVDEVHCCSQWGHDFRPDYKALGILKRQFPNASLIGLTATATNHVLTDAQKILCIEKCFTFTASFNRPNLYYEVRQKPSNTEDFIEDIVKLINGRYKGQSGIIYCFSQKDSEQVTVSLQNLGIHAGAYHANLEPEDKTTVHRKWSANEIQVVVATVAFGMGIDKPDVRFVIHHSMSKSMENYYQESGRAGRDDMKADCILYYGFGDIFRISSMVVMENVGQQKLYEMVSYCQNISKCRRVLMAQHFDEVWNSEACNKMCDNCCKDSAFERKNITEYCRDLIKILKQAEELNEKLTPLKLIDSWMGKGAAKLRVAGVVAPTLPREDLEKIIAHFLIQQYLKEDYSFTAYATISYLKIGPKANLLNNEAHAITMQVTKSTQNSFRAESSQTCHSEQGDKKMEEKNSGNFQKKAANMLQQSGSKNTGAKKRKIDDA
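50 nM RECQ1T1 preincubated 15 min with compound in Tris pH 8.0 buffer with MgCl2, DTT, Tween-20 and 2.5 ug/ml poly(dI-dC); started with 200 nM TAMRA/BHQ-2 forked duplex and 2 mM ATP. Unwinding read as fluorescence (525/598 nm), two reads 2 h apart.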
Lamin A splicing: qHTS Assay for Modulators of Lamin A Splicing; HeLa LMNA splicing GFP/RFP minigene ratio, 48 h; Potency, µM (series often up to 46.1 µM), inactives show at the highest dose ratio change, negative = inhibition, actives largely listed as inhibitors; 200,000 compounds, 0.01% hits; AID 1487, 2009; active = well fitted inhibition curve with a large enough effect in the signal ratio, with a control signal flat, not every such curve was filed as active; inconclusive = small, poorly fitted or top-dose-only effect, or effect the other way, or a change in a side signal; the % refers to the signal ratio; note: % is set by controls: 0 for no effect and ±100 for the full control effect
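S3 HeLa cells stably expressing lamin A-EGFP splicing minigene plus DsRed2, 600 cells/well, 48 h compound exposure at 37C. Laser-scanning cytometry; analysed as GFP (500-530 nm)/RFP (575-640 nm) total intensity ratio; 0.5% DMSO vehicle.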
ALDH1A1 inh: qHTS Assay for Inhibitors of Aldehyde Dehydrogenase 1 (ALDH1A1); Purified ALDH1A1, NADH fluorescence, propionaldehyde substrate; Potency, µM (top dose mostly 75.3 µM), for the others: at the top dose activity, negative = inhibition, hits mostly inhibitors; 220,000 compounds, 7.3% hits; Aldehyde dehydrogenase 1A1 (Homo sapiens), P00352; AID 1030, 2008; active = well fitted inhibition curve with a large enough effect, not every such curve was filed as active; inconclusive = small, poorly fitted or top-dose-only effect, or another doubt; inactive = no such curve, though single readings can be large or run the other way;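 note: plate controls were no enzyme wells and a reference inhibitor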
Luc counter: Counterscreen for Luciferase (Kinase-Glo TM) Inhibition; Luciferin 4-monooxygenase (Photuris pensylvanica), Q27757; Kinase-Glo luciferase, ATP luminescence, 8 min; Potency, µM (doses to about 38.3 µM), without a hit: at the highest dose activity change, negative = inhibition, usual class: inhibitors; 200,000 compounds, 0.28% hits; AID 1379, 2008; note: % is set by controls: 0 for no effect and ±100 for the full control effect; nearly all actives have a fitted effect of over 60% in size
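Light output from Kinase-Glo luciferase with luciferin and 10 uM ATP in 50 mM imidazole pH 7.2, KCl, MgCl2, Tween 20, BSA; compound pin-delivered, 8-min ambient incubation, then luminescence read.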
L3MBTL1 inh: qHTS Assay for the Inhibitors of L3MBTL1 | Lethal(3)malignant brain tumor-like protein 1 (Homo sapiens), Q9Y468 | AlphaScreen L3MBTL1–H3K9me1 peptide binding | Potency, µM (doses to about 57.1 µM), inactives show at the top dose activity, negative = inhibition, most hits filed as inhibitors | 230,000 compounds, 0.66% hits | AID 485360, 2010; note: % is set by controls: 0 for no effect and ±100 for the full control effect; nearly all actives have a fitted effect of over 60% in size
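First, the protein-peptide complex forms for 30 min at room temperature (L3MBTL1 50 nM, biotinylated H3K9me1 peptide 75 nM). Next, compounds are pin-transferred and incubated 30 min. Finally, AlphaScreen beads are added and read after 30 min.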
SMN2 splice up: qHTS Assay for Enhancers of SMN2 Splice Variant Expression; HEK293 SMN2-luciferase splicing reporter, luminescence, 30-36 h; Potency, µM (highest dose often 46.1 µM), for the others: at the highest dose activity change, positive = activation, most hits filed as activators; 210,000 compounds, 2.8% hits; AID 1458, 2008; note: % of control where 0% means no effect; nearly all actives have a fitted effect of over 55% in size
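HEK293 cells carry an SMN2 […]–luciferase reporter in which exon 7 inclusion puts luciferase in frame. Cells were plated 10-12 h before compound addition, then incubated 30-36 h at 37C. ONE-Glo luminescence was read; sodium butyrate at 4.5 mM final served as control.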
Tau ThT inhib: qHTS for Inhibitors of Tau Fibril Formation, Thioflavin T Binding; 270,000 compounds, 2.1% hits; recombinant tau K18 P301L (four-repeat tau fragment), heparin-induced fibrillization, ThT fluorescence; Potency, µM (doses to about 57.4 µM), for the others: top-dose activity, negative = inhibition, usual class: inhibitors; Microtubule-associated protein tau (Homo sapiens), P10636; AID 1460, 2008; note: % is set by controls: 0 for no effect and ±100 for the full control effect; nearly all actives have a fitted effect of over 55% in size
Target sequence (P10636 561-689 P618L limits assumed): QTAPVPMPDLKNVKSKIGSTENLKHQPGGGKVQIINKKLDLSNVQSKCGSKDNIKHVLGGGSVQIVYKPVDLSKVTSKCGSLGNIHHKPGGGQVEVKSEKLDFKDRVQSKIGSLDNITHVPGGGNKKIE
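Tau K18 P301L fragment (15 uM unlabeled plus 0.24 uM Alexa 594-labeled) in 100 mM sodium acetate pH 7 with compound, fibrillization induced by 20 uM heparin for 6 hr at 37 C. Thioflavin T (30 uM) added, fluorescence read after 1 hr (ex 450, em 510 nm).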
JMJD2E inh: qHTS Assay for Inhibitors of Human Jumonji Domain Containing 2E (JMJD2E); JMJD2E catalytic domain, FDH-coupled NADH fluorescence (FDH is formaldehyde dehydrogenase); Potency, µM (doses to about 57.1 µM), for the others: at the top dose activity change, negative = inhibition, usual class: inhibitors; 230,000 compounds, 1.6% hits; AID 2147, 2009; active = well fitted inhibition curve with a large enough effect, not every such curve was filed as active; inconclusive = small, poorly fitted or top-dose-only effect, or another doubt; inactive = no such curve, though single readings can be large or run the other way;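 note: 0% = wells with enzyme and -100% = buffer wells without enzyme; nearly all actives have a fitted effect of over 50% in size; many of its hits are not listed in these tables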
An asterisk follows results filed as active; i = inactive; ? = inconclusive; nt = not tested or not shown; [ ] = dose if it differs, or a comment. Unless noted, calls come from the whole dose curve; as a rule, active = well fitted curve in the direction sought with a large enough effect; inconclusive = small, poorly fitted or top-dose-only effect, or another doubt; inactive = no such curve, though single readings can be large; an effect the other way counts as inactive or inconclusive. Potency is the fitted concentration of half-maximal effect. Only part of the results is shown; count on the stated rates, not on these rows.

compound	RECQ1 inh	Lamin A splicing	ALDH1A1 inh	Luc counter	L3MBTL1 inh	SMN2 splice up	Tau ThT inhib	JMJD2E inh
CCOC(=O)C1CCCN(c2c(NCCCN(C)Cc3ccccc3)c(=O)c2=O)C1 (stereo unspecified)	-4%	-2%	-1%	1%	4%	3%	-11%	5%
CS(=O)(=O)N1CCN(C(=O)c2cc(-c3ccccc3)nc3ccccc23)CC1	-10%	6%	-1%	-1%	nt	-1%	-10%	1%
O=C(OCCCN1CCCCC1)c1ccc(O)cc1	-4%	-9%	12%	-3%	-11%	-4%	5%	2%
O=C(c1ccco1)N1CCCN(Cc2cn[nH]c2-c2ccc(-c3ccccc3)cc2)CC1	-2%	9%[46 µM]	5%	1%	?	-31%[inhibitor]	-12%	-9%
CCOC(=O)NC(Nc1cc(C)ccn1)(C(F)(F)F)C(F)(F)F	-12%	2%	4%	13%	0%	-3%	-3%	-4%
O=C(CSc1nnc(NC(=O)c2ccccc2Cl)s1)Nc1ccc2c(c1)oc1ccccc12	i	?	18µM*	-10%	-2%	35µM*	9%	15%
CCCNC(=O)Nc1nccs1	19%	-6%	-7%	-2%	nt	-16%	0%	1%
CN1CCC(OC(=O)COc2ccccc2)CC1	-9%	11%	27%	6%	2%	26%	0%	5%
Cc1cccc(N/C(N)=N/c2nc(C)cc(C)n2)c1	3%	-2%	9%	1%	9%	-11%	-2%	6%
CCCCNC(=O)COC(=O)c1ccc(Cl)c(S(=O)(=O)N2CCCC2)c1	-5%	5%	-1%	4%	nt	14%	-6%	-1%
c1ccc(N2CCOCCOCCOCCOCCOCC2)cc1	-7%	?	0%	1%	-3%	nt	-11%	7%
COc1ccc(-n2c(C)cc(C(=O)CCl)c2C)cc1	-18%	nt	0.32µM*	0%	nt	0%	?	-5%
COc1ccc(NC(=O)c2cccc(OC(F)F)c2)cc1Cl	i	-5%	4%	-1%	nt	?	?	1%
CC1=C(/C=C/C(=C/C=C/C(C)=C/C(=O)O)c2ccc(C)cc2)C(C)(C)CCC1	-13%	nt	?	4%[39.9 µM]	nt	nt	?	nt
CCO[C@@H]1OC(C(=O)N2CCN(C)CC2)=C[C@H](c2coc3ccccc3c2=O)[C@H]1CCCO	0%	nt	-9%	nt	4%	nt	8%	14%
O=C(COc1cccc(F)c1)N1c2ccccc2Sc2ccccc21	-4%	?	14%	2%	8%	?	-15%	6%
COC(=O)C(CC(C)C)NC(=O)C(N)Cc1ccccc1 (stereo unspecified)	-8%	6%	10%	5%	6%	7%	3%	8%
Fc1ccc(Sc2ccccc2CNC2=NCCN2)cc1	0%	?	-7%	-5%	-4%	-27%	1%	-11%
Cc1ccc(NC(=O)[C@@H]2CCCN2S(=O)(=O)c2ccccc2C(F)(F)F)cc1S(=O)(=O)N1CCOCC1	3%	-10%	7%	-3%	9%	-3%	8%	13%
CC1(C)NC(=O)N(CC(=O)Nc2nc(-c3ccc(F)cc3)cs2)C1=O	i	-2%	19%	-5%	nt	20%	-2%	-2%
Cc1ccc(NC(=O)NC2CCN(CC(=O)Nc3nccs3)CC2)cc1	i	?	-3%	-2%	4%	-18%	-3%	-10%
CC(C)(C)c1ccc(C(=O)CC(=O)c2cc(Cl)ccc2O)cc1	-8%	?	0%	-6%	nt	-88%[inhibitor]	-17%	-17%
COc1ccc(NC(=S)NC(NC(=O)c2ccccc2Cl)C(Cl)(Cl)Cl)c([N+](=O)[O-])c1 (stereo unspecified)	-18%	10%	8.9µM*	-2%	nt	8%	?	-11%
Cc1ccc(CCNC(=O)C23C[C@H]4C[C@@H](C2)CC(n2nnc(C)n2)(C4)C3)cc1	-2%	-7%[46 µM]	5%	3%	nt	-12%	-4%	1%
O=C(NC(=S)NCc1ccccc1)C1CCCCC1	-3%	19%	?	-3%	7%	26%	-14%	-3%
O=C(NCc1cccnc1)c1ccc(Cn2cc(C(F)(F)F)ccc2=O)cc1	-17%	nt	14%	0%	nt	-6%	-5%	3%
O=C(/C=C/c1ccc(Cl)cc1Cl)NCCN1CCOCC1	-2%	4%	6%	-3%	1%	8%	-9%	-8%
Cc1nnc(NC(=O)c2ccccc2Oc2ccccc2)s1	-12%	-12%[46 µM]	1%	1%	6%	6%	4%	4%
Cc1cccc(C)c1NC(=S)Nc1ccccc1C(=O)NCc1ccco1	-4%	-4%	?	0%	1%	0%	3%	?
O=c1c(Cl)nc2cc(Cl)ccc2n1CCNc1ncc(C(F)(F)F)cc1Cl	-6%	?	1%	3%	10%	-86%[inhibitor]	-7%	-8%
COc1ccc(C(=O)NCC2(c3ccccc3)CCOCC2)cc1	17%	nt	nt	nt	42%[activator]	nt	5%	-2%
Cn1c(SCC(=O)NCC2CCCO2)nc2c([nH]c3ccccc32)c1=O (stereo unspecified)	i	-7%	-1%	-1%	7%	8%	-3%	-18%
CC(C)n1ncc2c(C(=O)O)cc(C3CC3)nc21	i	nt	nt	nt	12%	nt	4%	?
Cc1cc2oc(=O)cc(CSc3nc(N)cc(N)n3)c2cc1C(C)C	-13%	0%	18µM*	2%	nt	9%	-13%	12%
O=C(NCCc1ccc(Cl)cc1)C1CCN(c2ncccn2)CC1	i	nt	-19%	4%	-28%	-18%	9%	10%
Cc1ccc(S(=O)(=O)NCCCCCC(=O)Nc2c(C)n(C)n(-c3ccccc3)c2=O)cc1	-1%	3%[46 µM]	13µM*	-2%	22%	7%	6%	-6%
CCOC(=S)SCC(=O)Nc1ncc(C)s1	i	nt	?	nt	11%	nt	?	-2%
CCCCN(C)CCNC(=O)CCNC(=O)Cn1ccc2ccccc2c1=O	i	4%[46 µM]	-2%	-1%	29%	4%	-3%	-9%
CCOC(=O)c1cnc(-n2nc(C)cc2C)nc1NNc1nc(C)cc(C)n1	-7%	nt	11%	nt	?	nt	-6%	-7%
COc1ccc(NCc2nnc(SCC(=O)Nc3ccccc3OC)o2)cc1	-5%	1%	?	-4%	nt	0%	?	-9%
Cc1sc2ncnc(NCCCn3ccnc3)c2c1C	-17%	-5%	2%	nt	-6%	nt	5%	4%
CCOCCCn1c(NN)nc2ccccc2c1=O	i	nt	1%	nt	nt	nt	?	?
O=C(NC1CCCCC1)c1ccc(NS(=O)(=O)c2cccc3cccnc23)cc1	13%	nt	7.9µM*	0%	-10%	-12%	11%	-7%
Cc1ccc(CC(CC(=O)NCCc2ccc3c(c2)OCO3)C(=O)O)cc1 (stereo unspecified)	18%	-4%	?	7%	nt	-18%	14%	-1%
O=c1[nH]c(SCc2ccc(Cl)cc2)nc2c1CCC2	0%	?	-5%	1%	-2%	14%	-2%	-13%
COc1cccc(C2=NOC(C(=O)NCC3CCCO3)C2)c1 (stereo unspecified)	i	-5%	13%	0%	3%	-10%	0%	7%
COc1ccc(C(=O)CCC(=O)N2CCN(c3ccc(N4CCOCC4)nn3)CC2)cc1	-2%	0%	?	0%	nt	0%	?	?
CCCn1c(C)nc2c(N(CCN(C)C)Cc3ccccc3)nc(C)nc21	-7%	nt	-10%	-5%	nt	-26%	-9%	-5%
Nc1ccc2c(c1)C(=O)Cc1ccccc1S2	-1%	3%	-8%	1%	24%	11%	-15%	6%
O=C(Nc1nnc(-c2ccc3c(c2)OCCO3)o1)C1CCCCC1	4%	nt	-13%	1%	nt	?	2%	6%
CC(C)(Oc1ccc(CCNC(=O)c2ccc(-c3ccc(Cl)cc3)o2)cc1)C(=O)O	i	11%[46 µM]	?	5%	1%	-6%	-12%	?
CCCCOc1ccccc1C1C(C(=O)OC)=CN(CC)C=C1C(=O)OC	-3%	10%	?	-4%	60%[activator]	-17%	-9%	?
CCN(C(=O)COC(=O)c1ccc(Cl)c(N)c1)C1CCS(=O)(=O)C1 (stereo unspecified)	-18%	nt	-2%	3%	nt	-13%	-4%	?
CC(C)C[C@H](NC(=O)C1(c2ccccc2)CCN(C(=O)[C@H]2CSCN2C(=O)OC(C)(C)C)CC1)C(=O)O	-1%	-4%	-4%	3%	10%	6%	-8%	-2%
CCn1c(CCCCc2n[nH]c(=S)n2CC)n[nH]c1=S	i	6%[46 µM]	7%	2%	0%	1%	-2%	?
Cc1ccc(O)c(C(=O)CC(=O)c2cccc(F)c2)c1	-3%	-21%	-8%	1%	nt	35µM*	?	?
O=C(O)CCC1=C2c3ccccc3CCN2C(=O)CC1	i	-5%	?	0%	nt	23%	-5%	-10%
CCc1cc(CNC(=O)CCc2nnc(Cc3cccc(C)c3)o2)on1	-10%	6%[46 µM]	2%	1%	10%	nt	-7%	-10%
CCOC(=O)C1=C(C)NC(=O)NC1c1ccoc1 (stereo unspecified)	-2%	11%	-1%	6%	1%	11%	-9%	2%
COc1ccc(C(=O)/C=C/Nc2ccc(S(=O)(=O)Nc3ncccn3)cc2)cc1	-14%	-14%	?	3%	-2%	17%	-4%	1%
